M. tuberculosis HTS – M. tuberculosis growth inhibition, HTS (AID 449762) | M. tuberculosis H37Rv growth inhibition, 7H9 media; higher % means a stronger effect | inhibition, % at 25 µM, or IC50 in µM where a hit was titrated | 0.59% of 330,000 active; in the data active = a potency from the dose series; inconclusive = inhibition above about 70% without an active follow-up result;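 note: bacterial growth assessed after seven days of incubation; strong numbers were not always called active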
H1N1 NS1A inhibition – NS1A inhibition, H1N1 influenza, cell based functional assay (AID 504329). 0.3% of 340,000 active. one-dose inhibition, % at 12.5 µM; IC50 in µM for titrated hits. NS1A functional cell-based assay, percent inhibition; higher % means a stronger effect; in the data active = a potency from the dose series; inconclusive = inhibition above about 27% without an active follow-up result; note: strong numbers were not always called active
Salmonella PhoP GFP – PhoP regulon inhibitors, Salmonella typhi PhoP promoter GFP reporter, confirmatory (AID 1850) | Salmonella Typhi PhoP-promoter GFP reporter, fluorescence, 4 h; higher % means a stronger effect | inhibition, % at 50 µM, or IC50 in µM where a hit was titrated | 0.33% of 310,000 active; in the data active = a potency from the dose series; inconclusive = inhibition mostly from about 25% at the one dose, without a potency; inactive = the rest, 99 in 100 with inhibition below about 19%;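 note: 0% = induced wells with vehicle and 100% = uninduced wells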
VEEV TC-83 Vero – inhibitors of VEEV TC-83 cytopathic effect, confirmation, Vero cells (AID 588727); one-dose inhibition, % at 20 µM; IC50 in µM for titrated hits; 0.13% of 350,000 active; Vero cells, VEEV TC-83 cytopathic effect inhibition; higher % means a stronger effect; in the data active = a potency from the dose series; inconclusive = inhibition mostly from about 14% at the one dose, without a potency; inactive = the rest, 99 in 100 with inhibition below about 12%; note: strong numbers were not always called active
M. tuberculosis – growth inhibition of non-replicating M. tuberculosis (AID 488890). 0.39% of 320,000 active. Mycobacterium tuberculosis non-replicating, growth inhibition; higher % means a stronger effect. inhibition, % at 25 µM; hits with a dose series show IC50 in µM; in the data active = a potency from the dose series; inconclusive = inhibition mostly from about 82% at the one dose, without a potency; inactive = the rest, 99 in 100 with inhibition below about 76%;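 note: plate controls were DMSO cells for no effect and high antibiotic wells for full effect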
VEEV TC-83 Vero 10K pilot screen – second read-out of VEEV TC-83 Vero, no call of its own (marks repeat the call); inhibition, %; measured here: 10K pilot screen inhibition
* marks the source's active call; other numbers are inactive results; i = inactive; ? = inconclusive; · = not tested or not shown.

SMILES | M. tuberculosis HTS | H1N1 NS1A inhibition | Salmonella PhoP GFP | VEEV TC-83 Vero | M. tuberculosis | others
CCCCCCSc1nsc(NC(=O)CC(C)C)n1 | >100µM* | 4% | -2% | 0.3% | ?
O=C(c1ccco1)N1CCN(C2c3ccccc3-c3ccccc32)CC1 | 5% | 3% | 5% | 6.8% | -5%
O=C1NC(=O)C2(CCC(C(=O)O)C2)N1 (stereo unspecified) | 1% | -1% | -4% | 1.3% | ?
Nc1nnc(CC(=O)N/N=C/c2ccccc2OCc2ccccc2F)s1 | -1% | -4% | 1% | i | 1%
O=C(NCC1CCCO1)c1cc(S(=O)(=O)N2CCOCC2)ccc1Cl (stereo unspecified) | -4% | -6% | 0% | i | 10%
CC(NC(=O)CN1C(=O)NC2(CCCCCC2)C1=O)c1ccccc1Cl (stereo unspecified) | 0% | -10% | · | 2.4% | -3%
Cc1cc(C(=O)COC(=O)c2ccc([N+](=O)[O-])o2)c(C)n1CC1CCCO1 (stereo unspecified) | ? | -2% | -32% | 4.9% | ?
COc1cc(O)cc2occ(-c3ccc(O)cc3)c(=O)c12 | -14% | -3% | -4% | 4.1% | 16%
CC[C@]12c3[nH]c4ccc(OC)cc4c3CCN1C(=O)C(CC(=O)NC/C=C(\C)CCC=C(C)C)C[C@@H]2C(=O)N1CCN(C(=O)C2CC2)CC1 (stereo partly specified) | · | 4% | · | 0.3% | ·
Cc1cc(-c2ccccc2)c(C#N)c(=S)[nH]1 | -3% | 4% | -9% | 0.4% | -4%
O=C(Cc1ccccc1Cl)Nc1cccc(S(=O)(=O)N2CCCCCC2)c1 | 5% | -11% | · | 7.0% | 27%
CCOc1ccc(S(=O)(=O)NCCC(=O)Nc2ccncc2)cc1 | -2% | -7% | 6% | i | -20%
CCN(C(=O)COC(=O)c1ccc(N2C(=O)c3ccccc3C2=O)cc1)C1CCS(=O)(=O)C1 (stereo unspecified) | 6% | 1% | 5% | 0.3% | -7%
CCNc1nc(SC(C)C(=O)Nc2ccccc2)nc(N(C)C)n1 (stereo unspecified) | 6% | 11% | 1% | 5.7% | 20%
O=C(NC1(C(F)(F)F)NC(=O)N(Cc2cccnc2)C1=O)c1cccs1 (stereo unspecified) | -5% | -7% | -6% | 1.4% | 1%
CC(=O)Nc1ccc(OCC(O)CN2CCN(Cc3ccccc3)CC2)cc1 (stereo unspecified) | 9% | -5% | -5% | 0.9% | 1%
O=C(NC(=S)N1CCCCC1CO)C12CC3CC(CC(C3)C1)C2 (stereo unspecified) | 5% | -7% | 9% | 6.3% | 29%
COc1cc(NC(=O)c2ccc(-c3csc(C)n3)cc2)c(OC)cc1Cl | 5% | 2% | 9% | 1.7% | -16%
COc1ccc(C(=O)NC(=S)Nc2nc(-c3ccc(OC)c(Br)c3)cs2)cc1Br | -3% | 1% | 11% | i | 2%
CNC(=S)Nc1sc2c(c1C(=O)OC)CCC2 | 7% | 6% | 0% | 1.5% | -2%
Cc1c(CNCCc2ccc(Cl)cc2)c(C(=O)O)c(C)n1Cc1ccccc1 | 36% | -2% | 3% | 1.3% | 38%
Cc1ccc(S(=O)(=O)N[C@H](C(=O)OCn2nnc3ccccc3c2=O)C(C)C)cc1 | 25% | -6% | 1% | i | 16%
Cc1ccc(-c2cc(C(=O)N3CCCC3)no2)cc1 | 0% | 6% | 9% | 0.8% | 72%
COc1ccccc1CNC(=O)C(NC(=O)c1ccccc1C)C(C)C (stereo unspecified) | -1% | 0% | -3% | 0.6% | 4%
COc1ccc(OC)c(NC(=O)C2CC2c2ccccc2)c1 (stereo unspecified) | 4% | -1% | 8% | 1.0% | -8%
C=CCOc1ccc(C=Nc2ccc(OC)cc2)c(O)c1 | -5% | 1% | 6% | 0.0% | 15%
COc1ccc2nc(SCC(=O)Nc3ccc4c(c3)OCCO4)[nH]c2c1 | -4% | 5% | 3% | 2.8% | 1%
OCCC1CN(Cc2cccc(O)c2)CCN1CCc1ccccc1 (stereo unspecified) | 10% | 2% | -14% | i | 16%
C/C=C/c1ccc(Oc2nnnn2-c2ccc(C(N)=O)cc2)c(OC)c1 | 6% | 4% | 7% | 1.4% | 33%
CC(=O)C1=C(O)C(=O)N(CCC(=O)O)C1c1ccc(Cl)cc1Cl (stereo unspecified) | 1% | -1% | 4% | i | -1%
O=S(=O)(Cc1ccccc1)NCC1CCCN(Cc2cccc3nonc23)C1 (stereo unspecified) | 0% | 1% | -3% | 1.7% | 8%
CCn1cc(C(=O)Nc2cccc(NC(C)=O)c2)c2cc(OC)c(OC)cc2c1=O | -3% | 6% | 1% | 7.0% | -9%
CC(=O)OC(C)(C)/C=C/C(=O)C(C)(O)C1C(O)CC2(C)C3CC=C4C(CC(O)C(=O)C4(C)C)C3(C)C(=O)CC12C (stereo unspecified) | · | -20% | · | ? | ·
Cc1ccc(C(=O)NC(=S)Nc2ccc(N3CCOCC3)cc2)c(C)c1 | 14% | 7% | 1% | 0.8% | 54%
CC(Sc1nnc2ccccn12)C(=O)NCc1ccc2c(c1)OCO2 (stereo unspecified) | 1% | -9% | 8% | i | 7%
CC1CCC(NC(=O)c2ccc(CS(=O)(=O)Cc3ccccc3F)o2)CC1 (stereo unspecified) | 8% | 8% | 1% | 0.5% | 14% | VEEV TC-83 Vero 10K pilot screen=1.6
O=C(CCN1C(=O)c2ccncc2C1=O)NCc1ccc(Cl)cc1 | -6% | 6% | 5% | 2.0% | -9%
COc1cc(C(=O)NNC(=O)c2cc(=O)[nH]c3ccccc23)cc(OC)c1OC | 4% | -11% | -3% | 5.8% | -14%
Cc1cccc(Oc2cc(NC(=O)Cn3cnc([N+](=O)[O-])n3)cc([N+](=O)[O-])c2)c1 | ? | 5% | -4% | i | 49%
COc1ccc(CC(=O)N2CCN(c3cccc(C)c3C)CC2)cc1 | 5% | 4% | 3% | 1.6% | ?
Cc1ccsc1C=Nc1ccc(O)cc1 | -10% | 6% | -8% | 2.7% | 14%
O=C(CSc1nc2ccccc2s1)NCc1ccc2c(c1)OCO2 | -4% | -7% | -2% | 0.9% | 57%
COc1ccc(NC(=S)NC(=O)c2ccc(Br)o2)cc1 | 46% | 2% | -4% | 0.6% | ?
CC(=O)c1cc2c(cc1NC(=O)C1CCC1)OCO2 | -1% | 11% | -6% | 0.5% | -2%
COc1ccc(C2=NN(C(=O)c3ccccc3)C(c3ccccc3)C2)c(O)c1 (stereo unspecified) | 4% | 14% | -2% | i | 6%
O=C(c1ccc(C#CC2(O)CCCCC2)cc1)N1CCN(Cc2ccccc2)CC1 | 1% | -8% | 1% | 1.5% | 21%
CC(=O)c1ccc(N2CCN(c3ccccc3O)CC2)c([N+](=O)[O-])c1 | -4% | 2% | 13% | 0.7% | -7%
CCC(=O)c1ccc(O)c(CC=C(C)C)c1 | -2% | -1% | -7% | 6.7% | 26%

No new results follow: an excerpt of the list.
SMILES | M. tuberculosis HTS | H1N1 NS1A inhibition | Salmonella PhoP GFP | VEEV TC-83 Vero | M. tuberculosis | others
COc1ccc2nc(SCC(=O)Nc3ccc4c(c3)OCCO4)[nH]c2c1 | -4% | 5% | 3% | 2.8% | 1%
OCCC1CN(Cc2cccc(O)c2)CCN1CCc1ccccc1 (stereo unspecified) | 10% | 2% | -14% | i | 16%

Remaining list, next part.
SMILES | M. tuberculosis HTS | H1N1 NS1A inhibition | Salmonella PhoP GFP | VEEV TC-83 Vero | M. tuberculosis | others
OC(CN1CCN(c2ccccn2)CC1)Cn1c2ccccc2c2ccccc21 (stereo unspecified) | 36µM* | -1% | 12% | 4.5% | 77%
Cc1c2cnn(CC(=O)N3CCC4(CC3)OCCO4)c(=O)c2c(C)n1Cc1ccccc1F | 7% | 11% | 11% | i | -5%
Cc1noc(C)c1NC(=O)N(C)C[C@H]1Oc2c(NC(=O)Nc3ccccc3)cccc2C(=O)N([C@H](C)CO)C[C@@H]1C | -6% | -2% | · | i | -3%
CCCC1CCC(=C(C#N)C(N)=O)CC1 (stereo unspecified) | -9% | 15% | -3% | 0.3% | -14%
Cc1ccccc1-c1nc(CN2CCC(C(=O)NCCC3=CCCCC3)CC2)c(C)o1 | 100% | 8% | -4% | i | ?
Cc1cc(NC(=O)CSCc2ccccc2C)no1 | 5% | -8% | 13% | 1.1% | 13%
O=C(Cn1c(CO)nc2ccccc21)NCCc1ccc(F)cc1 | -1% | 7% | 8% | 5.8% | 11%
Cc1oc2c(c(C)cc3oc(=O)c(CC(=O)N[C@@H](C)C(=O)O)c(C)c32)c1C | -3% | -16% | 9% | i | 3%
C=CCNC(=O)c1sc(-c2ccccc2)nc1C | -7% | 6% | 3% | 1.1% | 8% | VEEV TC-83 Vero 10K pilot screen=1.5
COc1ccc(C(=O)NNc2cc(C)nc(NNC(=O)c3ccc(OC)cc3)n2)cc1 | 0% | -1% | 5% | 1.0% | -14%
CCn1c(=S)sc2c(=O)n(CC(=O)Nc3cccc(Br)c3)c(C)nc21 | 6% | 0% | -8% | 2.9% | 0%
O=C1C=C(Nc2cccc(O)c2)CC(c2ccco2)C1 (stereo unspecified) | 8% | -2% | 3% | 1.2% | -3%

Among those listed so far, 3 have a nitro group on carbon:
SMILES | M. tuberculosis HTS | H1N1 NS1A inhibition | Salmonella PhoP GFP | VEEV TC-83 Vero | M. tuberculosis | others
Cc1cc(C(=O)COC(=O)c2ccc([N+](=O)[O-])o2)c(C)n1CC1CCCO1 (stereo unspecified) | ? | -2% | -32% | 4.9% | ?
Cc1cccc(Oc2cc(NC(=O)Cn3cnc([N+](=O)[O-])n3)cc([N+](=O)[O-])c2)c1 | ? | 5% | -4% | i | 49%
CC(=O)c1ccc(N2CCN(c3ccccc3O)CC2)c([N+](=O)[O-])c1 | -4% | 2% | 13% | 0.7% | -7%

Returning to the listing with the two entries that preceded the break.
SMILES | M. tuberculosis HTS | H1N1 NS1A inhibition | Salmonella PhoP GFP | VEEV TC-83 Vero | M. tuberculosis | others
CCn1c(=S)sc2c(=O)n(CC(=O)Nc3cccc(Br)c3)c(C)nc21 | 6% | 0% | -8% | 2.9% | 0%
O=C1C=C(Nc2cccc(O)c2)CC(c2ccco2)C1 (stereo unspecified) | 8% | -2% | 3% | 1.2% | -3%
CCOC(=O)C1CCN(S(=O)(=O)c2ccc(OC)c(C(=O)N3CCCCCC3)c2)CC1 | 2% | -5% | -1% | i | -9%
N/C(=N\OC(=O)CCCc1ccccc1)c1cccnc1 | 5% | -6% | -7% | 0.6% | 59%
COc1cc(CN2CCCC(C(=O)c3ccc4c5c(cccc35)CC4)C2)cc(OC)c1O (stereo unspecified) | 6% | 16% | 12% | 5.8% | 31%
CCN(CC)CCCC(C)n1c2nc(=O)[nH]c(=O)c-2nc2cc(Cl)ccc21 (stereo unspecified) | · | 1% | · | 0.9% | ·
COCC(=O)OCC(=O)Nc1cc([N+](=O)[O-])ccc1Cl | · | -2% | · | 0.9% | ·
COc1ccc([C@H]2CC(=O)C=C(c3ccc(OC)c(OC)c3)C2)cc1 | 1% | -9% | · | 7.6% | 2%
CN(C)S(=O)(=O)c1ccc(N2CCCC2)c(C(=O)N2CCN(S(=O)(=O)c3ccc(F)cc3)CC2)c1 | 8% | 0% | -7% | 3.7% | 34%
COc1ccc(OC)c(NC(=O)CSc2nnc(-c3ccco3)o2)c1 | -1% | 10% | 0% | 1.2% | 8%
CCc1sc(C(=O)Nc2ccc3c(c2)OCO3)cc1C | 7% | 11% | · | 6.9% | ·
CCC(C)[C@H](N)c1cn([C@@H](Cc2ccc(O)cc2)C(=O)N2CCNCC2)nn1 (stereo partly specified) | 3% | 0% | 5% | 0.2% | -3%
O=C(N/N=C1\CC(c2ccccc2)Oc2ccccc21)c1ccc(O)cc1 (stereo unspecified) | 12% | -3% | -10% | 7.6% | 12%
COc1cc(CC(=O)OCC(=O)c2c[nH]c3ccccc23)cc(OC)c1OC | -2% | -8% | · | i | -7%
COc1cc(=O)oc(CCC(C)O)c1C (stereo unspecified) | · | 0% | · | 0.9% | ·
CC(=O)Nc1ccc2c(c1)N(S(=O)(=O)c1cccs1)CCC2 | 4% | -13% | 4% | 5.4% | -6%
O=C1CCCN1CCCNC(=S)Nc1ccc(F)cc1 | -1% | 2% | -10% | 0.1% | 0%
Cc1ccc(Oc2coc3cc(O)ccc3c2=O)cc1 | 1% | -19% | -6% | 1.8% | 5%
Cc1cc(C)cc(NC(=S)NCCN(C2CCCCC2)C2CCCC2)c1 | 3% | 1% | 8% | 0.2% | 48%
CSc1nc(-c2ccc(Cl)cc2)nc(N)c1C#N | -4% | · | 3% | i | -22%
CCCn1cnc2sc(CC)cc2c1=O | 3% | 5% | -2% | 4.4% | 0%
